Assay outcomes (PubChem)
KCNQ2 inh = KCNQ2 channel blockers in CHO-K1 cells – cell-based, FluxOR thallium flux, B-score, primary screen (AID 2156); O88943; 20 min; stronger effect = lower value; B-score at 10 µM; hit rate 1.1% among 310,000;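 active = fluorescence ratio B-score at most minus 3 library SDs, with starting brightness B-score within 2 library SDs, cut at about -5.5 in these data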
Target sequence (O88943 whole entry, looked up): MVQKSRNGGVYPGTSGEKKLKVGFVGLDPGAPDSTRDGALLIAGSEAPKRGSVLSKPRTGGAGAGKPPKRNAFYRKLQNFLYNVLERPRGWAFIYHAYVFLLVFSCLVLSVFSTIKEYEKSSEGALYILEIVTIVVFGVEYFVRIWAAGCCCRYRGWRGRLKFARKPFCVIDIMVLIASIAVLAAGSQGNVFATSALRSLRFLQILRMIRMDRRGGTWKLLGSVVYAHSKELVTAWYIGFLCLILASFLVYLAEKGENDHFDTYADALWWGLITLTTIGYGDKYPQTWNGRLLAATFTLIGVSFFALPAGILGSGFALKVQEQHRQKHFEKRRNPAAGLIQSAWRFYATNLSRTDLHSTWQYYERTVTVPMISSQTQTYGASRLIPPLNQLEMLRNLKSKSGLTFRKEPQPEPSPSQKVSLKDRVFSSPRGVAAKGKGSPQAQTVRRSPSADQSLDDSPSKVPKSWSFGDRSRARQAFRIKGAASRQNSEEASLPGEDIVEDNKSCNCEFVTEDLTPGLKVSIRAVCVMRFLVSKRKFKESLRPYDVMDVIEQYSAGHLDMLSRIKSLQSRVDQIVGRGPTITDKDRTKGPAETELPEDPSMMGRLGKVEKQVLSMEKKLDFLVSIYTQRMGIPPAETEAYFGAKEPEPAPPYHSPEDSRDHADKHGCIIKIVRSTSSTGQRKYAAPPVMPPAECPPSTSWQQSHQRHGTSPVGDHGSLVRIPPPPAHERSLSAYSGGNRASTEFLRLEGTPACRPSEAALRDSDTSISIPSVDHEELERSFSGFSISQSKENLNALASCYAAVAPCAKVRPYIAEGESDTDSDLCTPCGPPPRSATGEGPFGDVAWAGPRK
Kir21 block = inhibitors of mouse Kir2.1 inward-rectifier potassium channel | hit rate 0.85% among 310,000 | P35561 | B-score at 10 µM | HEK293-Kir2.1, FluxOR thallium flux fluorescence; stronger effect = lower value;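 active = fluorescence ratio B-score at or below minus 3 SD of library scores, with starting-brightness B-score within 2 SD, cut at about -4.2 in these data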;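 also: channel flux triggered by added potassium and thallium sulfate stimulus; B-score of peak minus minimum fluorescence over baseline after thallium stimulus; more negative B-score means stronger Kir2.1 block with less thallium influx; some compounds called inactive have numbers as strong as hits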
STK33 inh = inhibitors of human STK33 kinase; Q9BYT3; purified STK33, MBP phosphorylation, ADP-Glo luminescence; inhibition, % at 10 µM; hit rate 0.073% among 320,000; AID 2661;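 active = inhibition at or above 25%, using the most active replicate where run in duplicate; inactive = inhibition below 25%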
An asterisk follows results filed as active; i = inactive; x = no result given.

SMILES | KCNQ2 inh | Kir21 block | STK33 inh
C[C@H](N)c1nnc(SCc2c(Cl)cccc2Cl)o1 | i | 0.35 | -0.6
C[C@H](NC(=O)c1ccccc1)C(=O)N1CCN(c2ccccc2)CC1 | i | -1.7 | -1.3
Oc1ccc(Nc2nnc(-c3ccc(O)cc3)c3ccccc23)cc1 | i | 0.03 | -0.3
CN1CCN(S(=O)(=O)c2ccc(N3CCN(c4ccc(O)cc4)CC3)c([N+](=O)[O-])c2)CC1 | i | -0.01 | -2.6
Cc1ccc(NC(=O)Cn2cccc2)c(Br)c1 | i | 0.28 | 0.7
COc1ccccc1-n1c(-c2ccc(Cl)cc2)c[nH]c1=S | i | 0.49 | 0.8
CCOC(=O)c1nn(-c2cc(C(=O)OC)cc(C(=O)OC)c2)cc1O | i | 1.4 | 0.1
O=C(c1ccco1)N(Cc1cccc(Cl)c1)C1CCS(=O)(=O)C1 (stereo not given) | i | -0.28 | 0.4
Cc1nnc(NC(=O)C2CSC3(C)CCC(=O)N23)s1 (stereo not given) | i | 2 | -1.7
CC(=O)c1cccc(NC(=O)c2cc(=O)[nH]c3ccccc23)c1 | i | -0.2 | 0.0
O=C(CSc1nnc(-c2ccccc2Br)o1)N1CCc2ccccc2C1 | i | -1.6 | -3.6
O=C(O)CCCn1cc(NC(=O)c2ccco2)cn1 | i | -0.25 | -0.7
CCN(CC(=O)NCc1ccc(F)cc1)C(=O)/C=C/c1cc(OC)ccc1OC | i | 1.2 | x
CCOC(=O)Cn1nc(C)cc1NC(=O)c1ccncc1 | i | 0.38 | -0.8
O=c1cc(C(F)(F)F)nc(-n2[nH]c3c(c2=O)CCCC3)[nH]1 | i | 0.7 | -4.0
Cc1c(C)c2ccc(OCC(=O)N(C)C)c(C)c2oc1=O | i | -0.06 | -1.2
N#CCCN(C(=O)CCl)c1cccc(Cl)c1 | i | 0.75 | 0.4
N/C(=N\c1nc(CSc2nnnn2-c2ccccc2)cc(=O)[nH]1)Nc1ccccc1 | i | -0.36 | x
Cc1cc(C)c(S(=O)(=O)Nc2cccc(S(=O)(=O)NC3=NCCC3)c2)c(C)c1 | i | 0.45 | 0.2
c1csc(-c2nc3c4ccccc4c4ccccc4c3[nH]2)c1 | i | -0.01 | 0.3
CCCn1c(SCC(=O)NC2CCCC2)nnc1-c1ccccn1 | i | -0.97 | -0.1
COCCCn1c(SCc2ccccc2)nc2cc(OC)c(OC)cc2c1=N | i | 1.6 | -1.8
CCOC(=O)C1CCN(c2c(NC3CCCCCCC3)c(=O)c2=O)CC1 | i | 0.81 | -1.2
CCOC(=O)c1[nH]c(C)c(CC(C)C)c1C | i | -1.4 | -1.1
COc1ccc(Cl)cc1NC(=O)NCC1CCN(Cc2ccccc2F)CC1 | i | -0.09 | -2.0
COc1ccccc1CNC(=O)CCn1c(=O)oc2ccccc21 | i | -1.4 | -0.9
COc1ccc(OCc2nnc3n2N=C(c2ccc(OC)cc2)CS3)cc1 | i | -0.85 | 0.6
O=S(=O)(Nc1ccccc1Cl)c1cc(NC(=S)NCCN2CCOCC2)ccc1Cl | i | -2.9 | 1.0
CC1(C)Cc2nc3oc4c(=O)n(CC(=O)Nc5cccc(Cl)c5)cnc4c3cc2CO1 | i | -0.43 | -1.1
COc1ccc(NC(=O)c2cc(-c3ccccc3Cl)no2)cc1 | i | -0.03 | -3.2
Cc1ccc(F)cc1NC(=O)c1cnccn1 | i | -0.74 | -0.9
COc1cc2ccccc2cc1C(=O)N(CCN(C)C)c1nc2c(OC)ccc(OC)c2s1 | i | 0.23 | 2.0
COc1ccc(OC)c2c1cc(C(=O)N[C@H](C(=O)N1CCC(C(=O)O)CC1)C(C)C)n2C | i | 2.8 | -0.2
C=CCn1c(-c2cccc(OC)c2OC)n[nH]c1=S | i | -0.29 | -0.7
CCCCCN1C(=O)/C(=C/c2c(N3CCc4ccccc4C3)nc3ccccn3c2=O)SC1=S | i | 1.6 | -3.2
COc1ccc(-c2nc(C#N)c(NCC3CCCO3)o2)cc1OC (stereo not given) | i | -0.04 | -0.8
CC(=O)Cn1ncc(N2CCOCC2)c(Cl)c1=O | i | -0.82 | -1.1
COc1ccc(OC)c(C(=O)c2coc3ccc(OCC(=O)O)cc23)c1 | i | 0.81 | -0.9
Cc1[nH]n(-c2ccccc2)c(=O)c1C=Nc1ccc(S(N)(=O)=O)cc1 | i | 0.4 | -1.5
COc1ccc2c(c1)cc(C(=O)N[C@@H](Cc1ccccc1)C(=O)O)n2C | i | 2.3 | 1.4
CC(C)N(Cc1ccccc1)C(=S)NCCN1CCOCC1 | i | -0.62 | -1.9
COc1cccc(C2CC(c3ccccc3Cl)n3nc(N)nc3N2)c1 (stereo not given) | i | 0.14 | 4.6
CC(C)(C)OC(=O)NCCc1nnc(SCC(=O)Nc2ccc(Br)cc2)o1 | i | -1.8 | -3.0
Cc1cc(N/N=C/c2ccc([N+](=O)[O-])o2)nc2ccccc12 | i | 0.1 | -0.3
Cc1ccc(S(=O)(=O)NC(=O)NCCc2ccccc2)cc1 | i | -0.5 | -1.5
COc1cc(-c2nnc(SCC(=O)c3ccc(C)cc3)o2)cc(OC)c1OC | i | 0.32 | -0.5
COc1ccc(OCc2nnc(SCC(N)=O)n2-c2ccccc2OC)cc1 | i | 0.04 | -0.8
CC1=C(C#N)C(c2cccnc2)C2=C(CC(c3ccc(Cl)cc3)CC2=O)N1 (stereo not given) | i | 0.32 | -2.5
CCOC(=O)N1CCN(C(=O)c2sc3nc(-c4ccc(F)cc4)cn3c2C)CC1 | i | -0.01 | 0.5
C=CCc1cc(C(=O)N2CCCCC2)ccc1O | i | 0.49 | 0.8

3 of the entries above in order of their number in Kir21 block, ascending.
SMILES | KCNQ2 inh | Kir21 block | STK33 inh
Cc1cc(N/N=C/c2ccc([N+](=O)[O-])o2)nc2ccccc12 | i | 0.1 | -0.3
COc1cc(-c2nnc(SCC(=O)c3ccc(C)cc3)o2)cc(OC)c1OC | i | 0.32 | -0.5
C=CCc1cc(C(=O)N2CCCCC2)ccc1O | i | 0.49 | 0.8

Additional results follow.
SMILES | KCNQ2 inh | Kir21 block | STK33 inh
CCOCCCNCc1ccc(OCc2ccc(F)cc2)c(OC)c1 | i | -0.57 | 0.5
COc1ccc(C(=O)ON=C2CCN(C)CC2)cc1 | i | 1.4 | -1.0
Cc1cccc(NS(=O)(=O)c2ccc(C(=O)N3CCCCCC3)cc2)c1C | i | -2 | -0.2
Cc1ccccc1OCCNc1cc(N2CC(C)NC(C)C2)ccc1[N+](=O)[O-] (stereo not given) | i | 0.16 | -1.2
CC1CN(Cc2ccccn2)CCC1=O (stereo not given) | i | 1.2 | -0.5
CCCCn1c(-c2ccoc2C)n[nH]c1=S | i | -0.67 | -0.5
O=C(Nc1cccc(C(F)(F)F)c1)c1ccc(-n2cncn2)nc1 | i | 0.02 | 0.3
CCc1cccc(NC(=S)N(CCOC)C2CCN(C(C)=O)CC2)c1 | i | 1 | -1.0
O=C(N[C@@H](Cc1ccccc1)C(=O)Nc1ccc(F)cc1)C1CCNCC1 | i | 0.15 | -0.4
Clc1ccc(-c2nnc(-c3ccccc3)nc2-c2c[nH]c3ccccc23)cc1 | i | -0.28 | 6.1
CC(=O)N1C(C)(C)CC(=NOC(=O)c2ccccc2)CC1(C)C | i | 1.2 | -0.8
CCc1ccc(NC(=O)CSc2ccc(-c3ccccn3)nn2)cc1 | i | 1.2 | 12
CC(=O)c1ccc(OCC(O)CN2CCN(CCO)CC2)cc1 (stereo not given) | i | 1.5 | 0.0
CCc1n[nH]c(=S)n1/N=C/c1ccc(-c2ccc(Br)cc2)o1 | i | -2.4 | -2.0
CCCOc1ccc(NC(=O)OC2CCN(C)CC2)cc1 | i | 0.97 | x
CN1CCN(C(=O)/C(=C/c2ccccc2F)NC(=O)c2ccccc2)CC1 | i | -0.98 | -1.6
NC(=O)COC(=O)c1ccc(C(=O)C(=O)c2ccccc2)cc1 | i | 0.8 | -1.7
O=C(CCNC(=O)c1ccccc1Cl)Nc1ccc(Cl)c(C(F)(F)F)c1 | i | -0.56 | 1.1
CCC(NC(=O)Nc1nccs1)(C(F)(F)F)C(F)(F)F | i | 0.44 | 0.1
CCn1cc([C@@H]2C[C@H]3CN(Cc4cccc(Cl)c4)C(=O)[C@]34CCCN24)cn1 | i | 0.72 | -2.3
CCOc1ccc(NC(=O)CN(c2ccc(OC)c(OC)c2)S(=O)(=O)c2ccc(C)cc2)cc1 | i | 0.05 | -1.2
CC1(NC(=O)NCc2ccco2)CCS(=O)(=O)C1 (stereo not given) | i | 0.28 | -1.1
COc1ccc(OC)c(C(=O)NC(CC(N)=O)c2ccc(N3CCN(c4ccc(F)cc4)CC3)c([N+](=O)[O-])c2)c1 (stereo not given) | i | 1.6 | -0.3
O=[N+]([O-])c1cc(Cl)cc(/C=N\Nc2ccccn2)c1O | i | 0.43 | -0.1
CCn1cc(C(=O)O)c(=O)c2cc(F)c(N3CCN(C(=S)Nc4ccccc4OC)CC3)cc21 | i | 0.11 | -0.3
Cc1cc(C(=O)Nc2ccc(Cl)cc2)c2ccccc2n1 | i | 0.01 | -1.8
CCO[C@@H]1OC(C(=O)N2CCOCC2)=C[C@H](c2ccccc2)[C@H]1CCCO | i | -1.8 | -0.5
COc1ccc(OC)c(C2CC(=O)C3=C(C2)NC(=O)CC3c2ccc(O)c(OC)c2)c1 (stereo not given) | i | -0.26 | -2.3
Cn1c(=O)c2c(nc(Oc3ccc4c(c3)OCO4)n2Cc2ccc(F)cc2)n(C)c1=O | i | -0.42 | -1.2
COc1cc(CNCCN(C)C)c(Br)cc1OCC(=O)NCc1ccccc1 | i | -1.6 | -0.6
COc1ccc(CNC(=S)Nc2ccc(OC)cc2)cc1 | i | -0.39 | -2.1
CCC(=O)NCCc1nc2cc(NC(=O)c3ccccc3OC)ccc2n1C | i | 1.7 | 0.5
COc1cccc(-c2nnc(SCC(=O)Nc3ccc(S(N)(=O)=O)cc3)n2C)c1 | i | 1.2 | x
O=C(c1ccco1)N1CCN=C1SCc1ccc(F)cc1 | i | -2.4 | -0.4
Cc1c(NC(=O)c2cc(-c3ccc(F)cc3)on2)c(=O)n(-c2ccccc2)n1C | i | -0.47 | 0.9
COc1cc(C(=S)N2CCN(C(c3ccccc3)c3ccccc3)CC2)cc(OC)c1O | i | 0.19 | -0.3
CC(C)CCNC(=O)NC(=O)COc1ncnc2sccc12 | i | 1.3 | -1.6
CC1CCN(C(=O)c2ccc(SCc3ccccc3F)c([N+](=O)[O-])c2)CC1 | i | -0.64 | -1.0
O=C(NCCOc1ccccc1Cl)C(=O)c1c[nH]c2ccccc12 | i | 1.5 | -0.6
NC(=O)c1cc(C(=O)Cc2ccccc2)c[nH]1 | i | -0.01 | -0.8
COc1ccc(NC(=O)CN2C(=O)NC3(CCCC3)C2=O)c(OC)c1 | i | 0 | 1.2
COc1cc(CN2CCC(C(=O)N3CCN(c4ccccc4F)CC3)CC2)ccc1O | i | -0.14 | 0.0
COc1cc(C(=O)N(C)CCOc2ccccc2)ccc1OCC(=O)Nc1cccc(C(F)(F)F)c1 | -6.7* | -0.24 | -0.5
Cc1cccc(N(Cc2ccccc2F)S(C)(=O)=O)c1 | i | -1.9 | -0.4
CN(C)C(=O)C1(c2ccccc2)CCN(S(=O)(=O)c2ccccc2)CC1 | i | -2.1 | 2.4
COc1ccccc1N1CCN(S(=O)(=O)c2ccc3c(c2)NC(=O)CS3)CC1 | i | 0.77 | 1.6
COc1ccc(NC2=Nc3ccccc3CC2)cc1 | i | -0.1 | 1.9
Cc1ccc(N(C)S(=O)(=O)c2c(C)noc2/C=C/N(C)C)cc1 | i | 1.1 | -0.6
COc1cc(/C=N/NC2=NS(=O)(=O)c3ccccc32)ccc1OC(C)=O | i | -2.1 | -1.4
COC(=O)C(CC(C)C)NC(=O)c1ccc(F)cc1 (stereo not given) | i | -1.2 | -1.4

Five compounds from above, showing only Kir21 block:
Molecule,Kir21 block
CN(C)C(=O)C1(c2ccccc2)CCN(S(=O)(=O)c2ccccc2)CC1,-2.1
COc1ccccc1N1CCN(S(=O)(=O)c2ccc3c(c2)NC(=O)CS3)CC1,0.77
COc1ccc(NC2=Nc3ccccc3CC2)cc1,-0.1
Cc1ccc(N(C)S(=O)(=O)c2c(C)noc2/C=C/N(C)C)cc1,1.1
COc1cc(/C=N/NC2=NS(=O)(=O)c3ccccc32)ccc1OC(C)=O,-2.1

Following part.
SMILES | KCNQ2 inh | Kir21 block | STK33 inh
Cc1cccc(OCc2n[nH]c(=S)n2Cc2ccccc2)c1 | i | 0.81 | -0.7
Cc1ccc(S(=O)(=O)N2CCc3cc4c(cc3C2C)OCCCO4)cc1 (stereo not given) | i | -2.9 | -3.2
COc1ccc(NC(=O)CSc2nnnn2-c2ccc(F)cc2)cc1 | i | -0.11 | -1.1
Cn1c(=O)c2c(n(Cc3ccccc3)c1=O)NC(=O)C2CC(=O)O (stereo not given) | i | 2.5 | -0.6
CCOC(=O)C1(CCc2ccccc2)CCN(Cc2nccn2CC)CC1 | i | -1.4 | -0.2
CN(C)S(=O)(=O)Nc1ccc2c(c1)Cc1ccccc1-2 | i | 2 | -1.0
COC(=O)C1=CN(c2cccc(C)c2)C=C(C(=O)OC)C1c1cc(OC)c(O)c([N+](=O)[O-])c1 | i | 1.2 | 1.8

Complete entries, looked up by structure. Order of values: KCNQ2 inh	Kir21 block	STK33 inh
Profile of `COC(=O)C1=CN(c2cccc(C)c2)C=C(C(=O)OC)C1c1cc(OC)c(O)c([N+](=O)[O-])c1` : i	1.2	1.8
Profile of `CCOC(=O)C1(CCc2ccccc2)CCN(Cc2nccn2CC)CC1` : i	-1.4	-0.2

Not a hit list. Share with any hit: about 1.9%.
